# Screens: PubChem, several laboratories
# Rab7 wt GTP bind – modulators of GTP binding to dog Rab7 wildtype GTPase | GTP binding activity (percent of control), % at 10 µM | AID 758 | GST-Rab7 beads, fluorescent GTP binding, flow cytometry; actives lie on both sides; untreated = 100%, excess cold GTP = 0% | 190,000 compounds, 0.055% hits;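 active = fluorescent GTP binding to Rab7 beads changed by at least 20 points from the 100% baseline, either direction, mostly lower; inconclusive = compound itself probably fluorescent, or too few beads counted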;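 also: median green fluorescence of bound Bodipy-FL-GTP per Rab7 bead population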
# Rac1 mut GTP – modulators of GTP binding to human Rac1 activated mutant; 190,000 compounds, 0.11% hits; GST-Rac1 activated beads, fluorescent GTP binding, flow cytometry; actives lie on both sides; 100% means binding = to untreated wells; P63000; percent activity (GTP binding), % at 10 µM;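 active = GTP binding at least 20 percentage points away from the 100% baseline, in either direction, so actives lie on both sides; inconclusive = Compound likely fluorescent itself, or too few beads counted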
# Rab2A wt mod – changes GTP binding to wildtype dog Rab2A, up or down | P61105 | GST-Rab2 wt beads, Bodipy-GTP binding, flow cytometry | GTP binding activity, % at 10 µM | 190,000 compounds, 0.19% hits;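 active = GTP binding activity at least 20 points away from 100%, either lowered or raised; inconclusive = signal likely due to the compound's own green fluorescence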;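 also: 0% = beads with excess unlabeled GTP and 100% = no-compound control corrected for plate trend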
# Cdc42 wt GTP – modulators (inhibitors or activators) of GTP binding to human Cdc42 wildtype | GST-Cdc42 beads, Bodipy-GTP binding, flow cytometry; actives lie on both sides | percent activity (GTP binding), % at 10 µM | 190,000 compounds, 0.2% hits | AID 761;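 active = percent activity GTP binding at least 20 points away from the 100% baseline, either down as inhibitor or up as activator; inconclusive = compound flagged as likely green fluorescent from well-wide comparison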;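 also: median bead fluorescence of bound Bodipy-FL-GTP at 100 nM; 0% = excess unlabeled GTP control and 100% = no compound control; below 100% means less GTP binding so inhibitor and above means activator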
# Target sequence (P60953 whole entry, looked up): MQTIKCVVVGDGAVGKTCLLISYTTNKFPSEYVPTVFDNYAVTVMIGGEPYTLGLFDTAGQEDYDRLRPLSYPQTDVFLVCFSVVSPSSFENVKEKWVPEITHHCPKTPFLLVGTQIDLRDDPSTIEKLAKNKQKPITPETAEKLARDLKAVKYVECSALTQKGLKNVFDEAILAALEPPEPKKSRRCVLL
# Pf gametocyte – P. falciparum stage V gametocyte viability inhibition; P. falciparum stage V gametocytes, ATP luminescence, 24 h; inhibition, % at 10.9 µM; 150,000 compounds, 0.065% hits; AID 743093;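 active = inhibition above the mean plus 3 SD of compounds within the control limits, set per campaign, cut at about 38% in these data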;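 also: 0% = DMSO wells and 100% = medium only without gametocytes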
# Rac1 wt modul – modulators of human Rac1 wildtype GTP binding; 190,000 compounds, 0.27% hits; GST-Rac1 beads, fluorescent GTP binding, flow cytometry; actives lie on both sides; 0 = cold GTP competed, 100 = untreated; P63000; GTP binding activity (% of control), % at 10 µM;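 active = GTP binding activity at least 20 points away from the 100% control level, either lower or higher; inconclusive = compound flagged as likely green fluorescent, judged across all proteins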
# HRas wt GTP – human HRas wildtype GTP binding, change in either direction | P01112 | GST-Ras wt beads, Bodipy-FL-GTP binding, flow cytometry; actives lie on both sides | GTP binding activity, % at 10 µM | 190,000 compounds, 0.14% hits;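 active = GTP binding activity at least 20% away from the 100% baseline, either lowered as inhibitor or raised as activator; inconclusive = flagged as likely green fluorescent, judged across all proteins in the well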;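 also: 0% = unlabeled GTP competition control and 100% = no-compound control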
# Target sequence (P01112 whole entry, looked up): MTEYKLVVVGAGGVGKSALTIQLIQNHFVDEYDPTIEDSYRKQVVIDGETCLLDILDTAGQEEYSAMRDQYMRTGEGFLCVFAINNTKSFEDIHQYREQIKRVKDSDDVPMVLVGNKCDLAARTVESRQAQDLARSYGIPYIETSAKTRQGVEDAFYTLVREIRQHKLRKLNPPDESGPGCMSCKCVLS
# Mcl1-Noxa inh – disrupts binding of human Mcl-1 to Noxa peptide. 220,000 compounds, 1.5% hits. Q07820. inhibition, % at 21.7 µM. TR-FRET Mcl-1/Noxa peptide binding, 2 h;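 active = compounds that cut the protein-peptide binding signal by more than 50% relative to plate controls in a single-dose test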;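 also: His-tagged Mcl-1 with rhodamine Noxa BH3 peptide and terbium anti-His antibody; 0% = Mcl-1 plus Noxa peptide wells and 100% = peptide-only wells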
# Target sequence (Q07820 whole entry, looked up): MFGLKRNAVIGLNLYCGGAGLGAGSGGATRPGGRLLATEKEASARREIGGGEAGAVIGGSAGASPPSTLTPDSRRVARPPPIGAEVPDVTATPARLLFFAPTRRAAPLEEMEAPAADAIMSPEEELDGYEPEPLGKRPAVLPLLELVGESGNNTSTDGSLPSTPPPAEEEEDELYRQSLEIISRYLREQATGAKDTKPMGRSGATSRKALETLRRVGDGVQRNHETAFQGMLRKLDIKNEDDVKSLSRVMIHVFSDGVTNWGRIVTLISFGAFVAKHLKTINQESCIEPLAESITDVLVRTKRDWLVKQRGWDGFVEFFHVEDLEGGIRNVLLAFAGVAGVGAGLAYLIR
# Mcl1 Bid PPI – disrupts binding of human Mcl-1 to Bid peptide; Q07820; TR-FRET Mcl-1/Bid-Dy647 peptide binding, 1536-well; inhibition, % at 21.7 µM; 220,000 compounds, 0.97% hits;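 active = compounds that cut the binding signal by more than half at the single screening dose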;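 also: His-tagged Mcl-1 with europium anti-His antibody binding Bid BH3 peptide; 0% = Mcl-1 plus peptide wells and 100% = peptide-only wells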
# Bim-Mcl-1 – human Bim-Mcl-1 interaction inhibition; Bead-based flow cytometry, Bim peptide-Mcl-1 binding; 190,000 compounds, 0.1% hits; inhibition, % at 10 µM; AID 1009; Q07820; in the data active = inhibition above about 40%;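 also: 0% = no compound tracer wells and 100% = peptide blocker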
# Avidin fluor – compound fluoresces at 488/530 nm on avidin beads; AID 1775; fluorescence (KMESF) at 10 µM; compound fluorescence 488/530 nm, flow cytometry; active compounds read high; 220,000 compounds, 0.38% hits; in the data active = fluorescence above about 47; also: inactives centre near 10
# Starred values were filed as active, the others as inactive; u = inconclusive; x = no result given; [ ] = dose if it differs, or a comment. Compounds as they come; 2.7% or so of the library scored in one or more.
# A first look (5 entries):
SMILES,Rab7 wt GTP bind,Rac1 mut GTP,Rab2A wt mod,Cdc42 wt GTP,Pf gametocyte,Rac1 wt modul,HRas wt GTP,Mcl1-Noxa inh,Mcl1 Bid PPI,Bim-Mcl-1,Avidin fluor
O=C1C=C(NC2CCCC2)CC(c2ccccc2)C1 (configuration not stated),98,95,96,96,1,96,98,7,-22,1,11
O=C(CCCN1C(=O)/C(=C/c2cccs2)SC1=S)Nc1ccccn1,90,93,93,93,-8,92,95,23,2,-1,6
COc1ccc2c(=O)c(Oc3ccc(C(=O)O)cc3)c(C(F)(F)F)oc2c1,95,95,99,99,-15,100,98,3,-4,-2,10
CCOC(=O)C1(P(=O)(c2ccccc2)c2ccccc2)CCC1,105,97,103,103,x,109,105,11,-6,-1,16
N#Cc1ccc(N2C(=O)[C@@H]3C(C(=O)c4ccc5ccccc5n4)=NN[C@@H]3C2=O)cc1,100,97,99,102,-29,100,100,-5,-38,-5,10

# The list itself, previewed entries included:
SMILES,Rab7 wt GTP bind,Rac1 mut GTP,Rab2A wt mod,Cdc42 wt GTP,Pf gametocyte,Rac1 wt modul,HRas wt GTP,Mcl1-Noxa inh,Mcl1 Bid PPI,Bim-Mcl-1,Avidin fluor
O=C1C=C(NC2CCCC2)CC(c2ccccc2)C1 (configuration not stated),98,95,96,96,1,96,98,7,-22,1,11
O=C(CCCN1C(=O)/C(=C/c2cccs2)SC1=S)Nc1ccccn1,90,93,93,93,-8,92,95,23,2,-1,6
COc1ccc2c(=O)c(Oc3ccc(C(=O)O)cc3)c(C(F)(F)F)oc2c1,95,95,99,99,-15,100,98,3,-4,-2,10
CCOC(=O)C1(P(=O)(c2ccccc2)c2ccccc2)CCC1,105,97,103,103,x,109,105,11,-6,-1,16
N#Cc1ccc(N2C(=O)[C@@H]3C(C(=O)c4ccc5ccccc5n4)=NN[C@@H]3C2=O)cc1,100,97,99,102,-29,100,100,-5,-38,-5,10
O=C(c1ccccc1)N1CCN(C2C3CC4CC(C3)CC2C4)CC1 (configuration not stated),94,99,96,100,x,100,99,-3,-19,0,14
Cc1cccc(N(C(=O)Nc2ccccc2)C2=NCC(C)S2)c1 (configuration not stated),99,98,100,101,x,104,96,9,-14,-4,5
CCN(CC)S(=O)(=O)c1cccc(-c2n[nH]c(=S)n2/N=C/c2ccc(C(=O)OC)cc2)c1,u,u,u,u,0,u,u,30,-23,-3,9
CCC(C)[C@H](NC(=O)NC1CCN(Cc2ccccc2)CC1)C(=O)OC (some centres not stated),96,95,98,101,x,95,97,0,-7,-2,21
O=C(Cn1nc(-c2ccccc2)c2ccccc2c1=O)Nc1cccc(O)c1,105,95,96,96,10,97,98,7,-13,1,3
COc1ccc(OCCCC(=O)Nc2ccc3c(c2)OCO3)cc1,102,100,103,101,0,101,101,-8,-34,-2,15
Cc1cc(NC(=O)/C=C/c2cccc(F)c2)n(-c2nc3ccccc3[nH]2)n1,100,99,101,103,10,101,101,-23,-71,-5,18
CN=c1scc(-c2cc(OC)ccc2OC)n1/N=C/c1c(C)[nH]c2ccccc12,100,102,101,102,-8,104,104,57*,39,-3,11
COc1ccc(N2CCN(S(=O)(=O)c3ccc(Cl)s3)CC2)cc1,105,97,100,97,x,105,104,4,-25,-2,10
NC(=O)CSc1nc2cc3c(cc2c(=O)n1CCCC(=O)NCc1ccc2c(c1)OCO2)OCO3,96,98,97,95,x,99,97,17,-13,-1,8
Nc1c(C(=O)C2CC2)sc2nc(-c3cccs3)cc(C(F)(F)F)c12,116,103,117,109,-8,120*[activator],110,-32,-23,-5,38
CC(C)(C)NC(=O)CSc1nnc(-c2ccncc2)o1,104,104,103,105,-25,104,104,-14,-2,-8,2
FC(F)(F)c1cc(C(F)(F)F)c2ccc(N3CCN(c4ccccc4)CC3)nc2n1,103,99,100,100,-11,104,100,0,3,-1,12
Cc1ccc(C(=O)/C=C/NCc2ccc(F)cc2)cc1,101,102,101,101,-2,104,101,8,-38,1,10
Cn1c(=O)c2c(nc(SCCN3CCOCC3)n2Cc2cccc3ccccc23)n(C)c1=O,96,93,95,95,11,94,96,26,-7,3,14
O=C(COC(=O)c1ccc(N2CCOCC2)c([N+](=O)[O-])c1)Nc1ccc2c(c1)OCO2,94,93,94,90,-14,90,93,-2,-1,1,14
COc1cccc2cc(C(=O)N3CCN(c4ccc(C)cc4C)CC3)c(=O)oc12,99,101,99,99,x,101,96,-3,-8,0,6
Cc1cc2cc(CN(Cc3ccco3)S(=O)(=O)c3c(C)ccc4nsnc34)c(=O)[nH]c2cc1C,100,100,105,107,8,105,105,-16,-24,0,15
CCOC(=O)c1c(NC(=O)/C=C/C(=O)O)sc(C)c1-c1ccc(Cl)cc1,98,85,86,92,x,89,90,14,10,2,9
CCOC(=O)COc1ccc(S(=O)(=O)NCc2cccnc2)cc1,101,93,96,97,-18,96,101,-2,-14,-2,14
O=C(CSc1nnc(C2COc3ccccc3O2)o1)N1CCCc2ccccc21 (configuration not stated),101,105,104,102,-17,104,105,5,1,-4,5
Nc1ccc(Nc2ccccc2)c(Cl)c1,100,97,99,97,x,103,101,20,-102,-2,9
CCOC(=O)COc1ccccc1/C=C1\NC(=O)NC1=O,94,94,89,95,x,93,92,8,-9,0,11
CCOC(=O)N/N=C\C=C\c1ccc2c(c1)OCO2,103,101,100,101,6,103,100,21,-17,2,12
O=C(COC(=O)C1CCN(S(=O)(=O)c2cccs2)CC1)Nc1ccccc1Br,95,93,99,101,11,100,95,-6,3,0,9

# Entries of single compounds from above. Order of values: Rab7 wt GTP bind, Rac1 mut GTP, Rab2A wt mod, Cdc42 wt GTP, Pf gametocyte, Rac1 wt modul, HRas wt GTP, Mcl1-Noxa inh, Mcl1 Bid PPI, Bim-Mcl-1, Avidin fluor
# O=C(COC(=O)c1ccc(N2CCOCC2)c([N+](=O)[O-])c1)Nc1ccc2c(c1)OCO2 is entered as 94, 93, 94, 90, -14, 90, 93, -2, -1, 1, 14
# O=C(CSc1nnc(C2COc3ccccc3O2)o1)N1CCCc2ccccc21 (configuration not stated) is entered as 101, 105, 104, 102, -17, 104, 105, 5, 1, -4, 5
# CCOC(=O)c1c(NC(=O)/C=C/C(=O)O)sc(C)c1-c1ccc(Cl)cc1 is entered as 98, 85, 86, 92, x, 89, 90, 14, 10, 2, 9

# Entries listed above marked active in Mcl1-Noxa inh:
Molecule	Rab7 wt GTP bind	Rac1 mut GTP	Rab2A wt mod	Cdc42 wt GTP	Rac1 wt modul	HRas wt GTP	Mcl1-Noxa inh	Mcl1 Bid PPI	Bim-Mcl-1	Avidin fluor
CN=c1scc(-c2cc(OC)ccc2OC)n1/N=C/c1c(C)[nH]c2ccccc12	100	102	101	102	104	104	57*	39	-3	11

# (list continues)
SMILES,Rab7 wt GTP bind,Rac1 mut GTP,Rab2A wt mod,Cdc42 wt GTP,Pf gametocyte,Rac1 wt modul,HRas wt GTP,Mcl1-Noxa inh,Mcl1 Bid PPI,Bim-Mcl-1,Avidin fluor
O=C(COc1ccccc1)N1CCN=C1c1ccccc1,100,101,102,101,-28,104,102,3,-2,0,17
CC(Sc1nc(N)cc(=O)[nH]1)C(=O)Nc1sc2c(c1C#N)CCCC2 (configuration not stated),101,91,95,92,6,99,96,11,-20,-2,29
CSc1nc2[nH]ncc2c(=O)[nH]1,97,99,96,102,-21,101,100,25,-24,-3,3
CCOC(=O)CSc1nc2cc(C(=O)OC)ccc2c(=O)n1CCN1CCOCC1,97,98,100,100,22,97,98,9,11,-1,19
Cc1ccc(/C=N/NC(=O)CNC(=O)COc2ccccc2)cc1,100,99,97,102,x,104,98,3,-22,0,21
CCNC(=S)N/N=C/c1sc(N2CCCCC2)nc1-c1cccs1,105,101,103,102,-33,103,102,4,5,0,4
CCC(C)(C)NC(=O)CN(C(=O)c1snc(C(N)=O)c1N)c1ccc2nc(C)sc2c1,101,95,95,96,3,100,96,16,-13,0,9
O=C(NCCC1=CCCCC1)C(c1ccccc1)c1ccccc1,u,u,u,u,x,u,u,1,-13,-2,36
O=C(C1CCN(S(=O)(=O)c2cccc3nsnc23)CC1)N1CCn2c1nc1ccccc12,93,97,100,98,x,98,97,3,-22,-3,10
c1ccc(CNc2nc3ccccc3[nH]2)cc1,98,96,96,97,8,100,97,10,-18,0,7
Cc1cc(C)n(C(=O)c2ccc([N+](=O)[O-])cc2N)n1,109,98,100,97,x,102,101,-3,-1,-1,13
COC(=O)Cc1c(C)nc2nc(-c3ccc(Cl)cc3)[nH]n2c1=O,97,95,96,96,x,99,97,24,42,-5,18
O=C(CC1SC(=Nc2ccccc2)N(CCc2ccccn2)C1=O)Nc1ccc(F)cc1 (configuration not stated),100,98,99,101,x,103,101,11,11,-3,10
Cc1cc([N+](=O)[O-])nn1CC(=O)Nc1c(C)n(C)n(-c2ccccc2)c1=O,108,101,103,104,-31,107,105,-9,-44,-2,12
CC(C)(C)OC(=O)NCCc1nnc(SCc2ccc(Cl)cc2Cl)o1,94,92,95,96,23,93,95,9,8,-1,29
COCCOC(=O)C1=C(C)Nc2nc(C)nn2C1c1ccc(F)cc1 (configuration not stated),100,96,98,97,5,98,100,14,-9,1,10
CN1CCCCc2c1[nH]c1ccccc1c2=O,102,101,102,105,-26,107,101,6,12,-5,11
CCC(C)C(=O)Nc1ncc2c(n1)CC(c1cccs1)CC2=O (configuration not stated),96,103,96,99,-42,103,100,-2,-12,1,13
COc1cc(CNc2ccc(CNc3ncn[nH]3)cc2)cc(Cl)c1OCc1ccccc1,99,97,96,94,17,96,93,-11,-56,-6,12
N#C/C(=C\c1cccc([N+](=O)[O-])c1)c1nnc2n1CCCCC2,100,98,100,101,1,100,100,24,-13,-4,1
CNC(=O)C1CCN(C(=O)c2ccc(-c3ccccc3)cc2)CC1,98,96,96,98,x,98,99,0,3,-1,37
N#Cc1c2c(c(Nc3ccc(O)cc3)n3c1nc1ccccc13)CCC2,98,98,97,100,-15,106,98,43,17,-3,21
COc1ccc(-n2c(Cc3cc(=O)[nH]c(=O)[nH]3)nnc2SCC(=O)N2CCCC2)cc1,94,98,98,99,x,102,98,-13,-11,-1,2
O=C(COC(=O)/C=C/c1cccs1)NC(=O)Cc1ccccc1,91,95,96,98,-4,93,95,4,4,-5,18
O=C(Cn1cnc2ccccc21)NCc1ccccc1,98,97,99,103,x,104,100,-18,-1,0,58*
O=c1c(O)c(-c2ccc(O)cc2O)oc2cc(O)cc(O)c12,100,90,86,87,x,86,90,103*,-42,3,6
CC(=O)Nc1ccc(S(=O)(=O)c2ccc(N)cc2)cc1N,98,98,100,98,x,101,98,19,5,-1,6
